High-throughput results (PubChem)
IL-1B inflam inh – inhibitors of inflammasome signaling (IL-1 beta secretion); 360,000 compounds, 4.7% hits; THP-1 LPS/ATP IL-1B secretion, AlphaLISA, 16 h; stronger effect = lower value; activity change, % at 57.5 µM; AID 743279; in the data active = activity change below about -50%; inconclusive = mostly about -30% to -49%; also: % is scaled to controls: 0 for no effect and ±100 for the full control effect
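THP-1 cells pretreated 1 hr with compounds (up to 57.5 uM final), then stimulated with LPS (250 ng/mL final) plus ATP (1.25 mM final); secreted IL-1B measured by AlphaLISA after 16 hr, decreased signal indicating inhibition.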
HT1080 IDH1KD tx – kills HT-1080 cells with IDH1 knockdown. HT-1080 IDH1 knockdown viability, ATP luminescence, 48 h. Potency, µM (highest dose often 46.1 µM), without a hit: at the highest dose activity, negative = toxicity, hits mostly cytotoxic. 360,000 compounds, 2% hits. AID 686971;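 also: potency is read from the fitted curve at half-maximal effect; 0% = DMSO wells and -100% = cell-free medium wells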
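Cytotoxicity counter-line: IDH1KD HT-1080, 48 h, CellTiter-Glo. Curves classed by r2, magnitude and activity.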
MCF10A rerep – induces DNA re-replication in MCF 10a normal breast cells; MCF 10A DNA re-replication, Hoechst nuclear intensity, 48 h; Potency, µM (top dose mostly 46.1 µM), for inactives: top-dose activity, positive = re-replication, usual class: activators; 350,000 compounds, 2.9% hits; AID 624296; also: potency is read from the fitted curve at half-maximal effect; % of control where 0% means no effect; nearly all actives have a fitted effect of over 50% in size
SW480 rereplic – DNA re-replication induction in SW480 cells | 340,000 compounds, 1.8% hits | SW480 DNA re-replication, Hoechst DNA content imaging, 48 h | Potency, µM (series often up to 46.1 µM), inactives show at the highest dose re-replication activation, actives largely listed as activators | AID 624297; also: potency is read from the fitted curve at half-maximal effect; % of control where 0% means no effect; nearly all actives have a fitted effect of over 55% in size
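First, 250 cells per well were seeded. Next, compound or vehicle (23 nL) was pinned in, plates sat 48 hr at 37 C. Finally Hoechst was added for 40 min before fluorescence scanning.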
GLP1R cytotox – cytotoxicity counter-screen for GLP-1 receptor inverse agonists | HEK293 cAMP-luciferase reporter cells, luminescence, 24 h | Potency, µM (top dose mostly 38.3 µM), for inactives: at the top dose activity change, negative = inhibition, actives largely listed as inhibitors | 410,000 compounds, 0.13% hits;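 also: loss of luciferase light is scored as toxicity; potency is read from the fitted curve at half-maximal effect; % is scaled to controls: 0 for no effect and ±100 for the full control effect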
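Luminescence readout: signal drop marks cytotoxicity. Plated cells grew 12 h at 37 °C, 5% CO2, received 23 nL compound for 24 h, then got luciferase reagent, read after 12 min at RT.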
DRD3 agonist – activates the human D3 dopamine receptor; D3R DiscoveRx beta-arrestin cells, luminescence, 90 min; max activation, %; 410,000 compounds, 0.58% hits; in the data active = max activation above about 30%; also: 0% is about no effect; mostly tested at two doses, the higher about 12 µM
Target sequence (P35462 whole entry, looked up): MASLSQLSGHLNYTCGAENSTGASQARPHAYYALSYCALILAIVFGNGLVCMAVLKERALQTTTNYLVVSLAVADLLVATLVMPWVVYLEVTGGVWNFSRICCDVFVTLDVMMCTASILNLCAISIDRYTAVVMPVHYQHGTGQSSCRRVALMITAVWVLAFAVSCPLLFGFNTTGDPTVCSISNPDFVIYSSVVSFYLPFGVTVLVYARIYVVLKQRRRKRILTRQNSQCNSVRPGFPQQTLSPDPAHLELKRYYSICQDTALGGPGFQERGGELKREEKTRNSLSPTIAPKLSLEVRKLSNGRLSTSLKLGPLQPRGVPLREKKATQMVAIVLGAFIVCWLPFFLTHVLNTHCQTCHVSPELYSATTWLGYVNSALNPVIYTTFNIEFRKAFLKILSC
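Agonist-mode cell screen: cells plated at 1500/well and incubated overnight at 37 °C, then exposed to library compounds for 90 min at 37 °C. Detection reagent was added for 30–60 min at room temperature, and luminescence was read.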
HT1080-NT tox – kills 2HG-producing HT-1080-NT fibrosarcoma cells; HT-1080-NT fibrosarcoma viability, CellTiter-Glo ATP luminescence, 48 h; Potency, µM (titrated, usually from 46.1 µM), for inactives: at the top dose activity, negative = less viability, hits mostly cytotoxic; 360,000 compounds, 1.6% hits; AID 686970;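 also: NT is the 2HG producing partner of a matched IDH1 knockdown line; potency is read from the fitted curve at half-maximal effect; 0% = DMSO-treated cells and -100% = media-only wells without cells; nearly all actives have a fitted effect of over 55% in size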
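HT-1080-NT fibrosarcoma cells (2HG-overproducing), 750 cells/well in RPMI with 5% FBS, dosed after 2 h and incubated 48 h at 37C. CellTiter-Glo luminescence normalized to DMSO and no-cell wells; concentration-response curves fitted and classed.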
KB-V1 MDR tox – KB-V1 MDR subline cytotoxicity | Potency, µM (highest dose often 46.1 µM), inactives show at the highest dose activity change, negative = cytotoxicity, usual class: cytotoxic | 400,000 compounds, 3.4% hits | AID 1347076 | KB-V1 MDR cells viability, CellTiter-Glo, 72 h; also: potency is read from the fitted curve at half-maximal effect; % is scaled to controls: 0 for no effect and ±100 for the full control effect; nearly all actives have a fitted effect of over 60% in size
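Potencies derive from concentration-effect curves fitted to normalized luminescence (CellTiter-Glo) of KB-V1 cells treated for 72 h at 37 degrees C in phenol-red-free DMEM containing 10% FBS.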
KB-3-1 tox – kills parental KB-3-1 adenocarcinoma cells; KB-3-1 viability, CellTiter-Glo ATP luminescence, 72 h; Potency, µM (series often up to 46.1 µM), for inactives: at the top dose activity change, negative = cytotoxic, most hits filed as cytotoxic; 400,000 compounds, 1.4% hits; AID 1347075; also: potency is read from the fitted curve at half-maximal effect; % is scaled to controls: 0 for no effect and ±100 for the full control effect; nearly all actives have a fitted effect of over 60% in size
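Here the drug-naive KB-3-1 line serves as comparator for MDR sub-line selectivity; cells received compound titrations, 72 h at 37 °C, then CellTiter-Glo readout.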
* hit, by the source's call; ? = inconclusive; · = not tested or not shown; [ ] = dose if it differs, or a comment. Unless noted, calls follow the shape of the dose curve; as a rule, active = well fitted curve in the direction sought with a large enough effect; inconclusive = small, poorly fitted or top-dose-only effect, or another doubt; inactive = no such curve, though single readings can be large; an effect the other way counts as inactive or inconclusive. Outcome played no part in choosing rows (roughly 11% active in at least one column).

No.	molecule	IL-1B inflam inh	HT1080 IDH1KD tx	MCF10A rerep	SW480 rereplic	GLP1R cytotox	DRD3 agonist	HT1080-NT tox	KB-V1 MDR tox	KB-3-1 tox
1	COCCn1c(SCC(=O)Nc2ccc(Cl)c(S(=O)(=O)N(C)C)c2)nc2ccccc21	0	-21%	13%	0%	-10%	0	-23%	0%	0%
2	COCCNC(=O)c1noc2c1CCc1cc(OC)ccc1-2	-22	10%	5%	-2%	-1%	11	13%	-17%	-8%
3	Cc1c(Cl)cccc1NS(=O)(=O)c1cn(C)c(=O)n(C)c1=O	13	14%	-4%	-8%	4%	1	2%	-21%	14%
4	Cc1ccc(C(=O)CC(=O)c2ccc(C)cc2O)cc1	-12	?	13%	1%	65%[activator]	-6	-20%	-5%	?
5	CCn1c(COc2cccc(C)c2C)nnc1SCC(=O)Nc1cc(C)on1	-13	14%	1%	-2%	-3%[7.66 µM]	3	10%	0%	5%
6	CCOc1ccc(Cn2c(SCCCCC#N)nc3c2c(=O)n(C)c(=O)n3C)cc1OCC	-10	2%	2%	11%	-25%	-3	-9%	-16%	-13%
7	Cc1ccc2c(c1)c(=O)c(C(=O)c1ccc3c(c1)OCO3)cn2Cc1cccc(F)c1	·	·	·	·	-11%	-2	·	8%	-3%
8	Cc1ccc(S(=O)(=O)N[C@H](C(=O)N2CCC(C(=O)NCC(=O)O)CC2)C(C)C)cc1	19	8%	0%	-7%[9.22 µM]	24%	-5	6%	27%	1%
9	Cc1ccc2c(c1)N(CCC(=O)NC(C)C)C(=O)CO2	0	30%	-16%	0%	0%	3	?	9%	15%
10	Cn1cnnc1Sc1cc(N2CCN(S(=O)(=O)c3ccccc3)CC2)ccc1[N+](=O)[O-]	-26	-9%	7%	-7%	-32%	4	-2%	10%	0%
11	CCN(CC)S(=O)(=O)C1CCS(=O)(=O)C1 (configuration not stated)	9	8%	-1%	1%	-9%	-2	14%	15%	0%
12	COc1ccc(N(CC(=O)N2CCN(C)CC2)S(C)(=O)=O)cc1OC	41	19%	2%	-6%	-3%	-16	20%	1%	5%
13	O=C(N/N=C/c1ccccn1)c1cc(-c2ccc(Cl)cc2)nc2ccccc12	-102*	-7%	?	?	?	-26	-6%	-17%	?
14	CCCSc1oc(-c2cccs2)nc1S(=O)(=O)c1ccc(Cl)cc1	·	·	·	·	31%[activator]	8	·	-12%	-13%
15	CNC(=O)c1cc2cc(Br)ccc2s1	12	6%	3%	-1%	10%	-8	18%	-3%	-12%
16	CCc1nc2ccccc2n1CC(=O)N1CCN(S(=O)(=O)c2cccc(C(F)(F)F)c2)CC1	0	0%	3%	2%	3%	6	0%	4%	-18%
17	COc1ccc(S(=O)(=O)NC(C(=O)OCC(=O)Nc2ccc(N3CCOCC3)cc2)C(C)C)cc1 (configuration not stated)	17	-10%	10%	-3%	0%	5	1%	0%	12%
18	Cc1ccc(S(=O)(=O)NCC(=O)N(CC(=O)NCC2CCCO2)c2ccc(Cl)cc2)cc1 (configuration not stated)	-11	0%	12%	1%	10%	11	2%	-19%	-7%
19	CCCOc1cccc(C(=O)Nc2cc(-c3ccccc3)no2)c1	·	·	·	·	0%	-7	·	0%	-8%
20	CC(NC(=O)COC(=O)c1ccc2c(=O)n3c(nc2c1)CCCCC3)c1ccc(F)cc1 (configuration not stated)	-9	6%	·	·	0%	-3	2%	25%	-1%
21	Cc1nc2ccccc2n1-c1ccccc1	14	0%	1%	-5%	-12%	-3	1%	4%	1%
22	COc1ccc(/C=N/NC(=O)c2cc(-c3cccnc3)nc3ccccc23)c(OC)c1	27	24%	-2%	-3%	-3%	4	7%	2%	?
23	CCc1cccc(C)c1NS(=O)(=O)Cc1ccccc1	8	-21%	?	2%	6%	1	-20%	-12%	11%
24	Cc1ccc(Cl)cc1NC(=S)N(CCCN1CCOCC1)Cc1ccccn1	-12	0%	2%	-3%	-7%	-10	3%	-12%	10%
25	O=C(COc1ccc(S(=O)(=O)Nc2cccc(C(F)(F)F)c2)cc1)N1CCOCC1	36	-12%	5%	-2%	-7%	-9	-3%	-3%	-6%

Overlap with the part before: 3 entries, then new ones.
No.	molecule	IL-1B inflam inh	HT1080 IDH1KD tx	MCF10A rerep	SW480 rereplic	GLP1R cytotox	DRD3 agonist	HT1080-NT tox	KB-V1 MDR tox	KB-3-1 tox
23	CCc1cccc(C)c1NS(=O)(=O)Cc1ccccc1	8	-21%	?	2%	6%	1	-20%	-12%	11%
24	Cc1ccc(Cl)cc1NC(=S)N(CCCN1CCOCC1)Cc1ccccn1	-12	0%	2%	-3%	-7%	-10	3%	-12%	10%
25	O=C(COc1ccc(S(=O)(=O)Nc2cccc(C(F)(F)F)c2)cc1)N1CCOCC1	36	-12%	5%	-2%	-7%	-9	-3%	-3%	-6%
26	C/C(=N\NC(=O)c1nnn(-c2nonc2N)c1CN(C)c1ccccc1)c1ccc(O)cc1	-11	-15%	-20%	-13%	?	0	-15%	-6%	16%
27	CCOc1ccc(CNC(=O)CCS(=O)(=O)Cc2ccc(C)cc2)cc1OC	-9	-5%	8%	0%	-7%[0.307 µM]	4	1%	-17%	-9%
28	CCOC(=O)c1sc(NCCNc2nc(C)c(C(=O)OCC)s2)nc1C	41	-13%	2%	-2%	-1%	-1	8%	4%	20%
29	Cc1cc(C)cc(OCC(O)Cn2nc(C)cc2C)c1 (configuration not stated)	9	6%	15%	-9%	-8%	4	13%	-4%	-2%
30	O=C(CSc1nn(-c2ccc(Cl)cc2)c(=S)s1)NCC1CCCO1 (configuration not stated)	15	-4%	-2%	-6%	6%	0	0%	-20%	-2%
31	COCCn1c(=O)[nH]c2cc(C(=O)NCCN3CCN(c4ccccc4F)CC3)ccc2c1=O	47	-13%	?	-9%	1%	13	-8%	1%	6%
32	COc1cccc(NC(=O)c2ccc(CN3CCOCC3)cc2)c1	9	2%	3%	-5%	-15%	-7	-1%	-17%	-10%
33	CCN(c1ccccc1)S(=O)(=O)c1ccc(OC)c(NC(=O)CCc2nc3ccccc3c(=O)[nH]2)c1	7	-10%	?	12%	-11%	1	-9%	-24%	-1%
34	O=C1c2ccccc2C(=O)C1c1ccnc2ccccc12	9	-8%	10%	-6%	-8%	-3	-9%	-17%	-21%
35	Cc1ccc(-c2nnc(CN3CCN(C)CC3)o2)cc1	2	21%	2%	-5%	5%	-9	14%	6%	3%
36	S=c1[nH]nc(-c2cccc(Cl)c2)n1/N=C/c1ccco1	11	5%	-1%	-5%	5%	5	8%	22%	0%
37	N=C1/C(=C/c2cccn2Cc2ccc(Cl)cc2)C(=O)N=C2SC=CN12	10	21µM*	?	10%	-6%	3	16µM*	0%	-2%
38	O=C(CSc1ncccn1)NC1CCCc2ccccc21 (configuration not stated)	5	12%	-7%	?	9%	2	?	-1%	2%
39	Cc1cccc(N2CCN(CC(=O)NCC3CCCCC3)CC2)c1C	-24	-15%	1%	8%	9%	-6	5%	?	-4%
40	COC(=O)c1c(SCC(=O)Nc2cc(C)cc(C)c2)[nH]c2ccccc2c1=O	·	·	·	·	-9%	-1	·	-16%	?
41	COc1cc(OC)cc(C(=O)NCc2ccc3c(c2)OCO3)c1	10	3%	-1%	-3%	-1%	-3	2%	12%	-1%
42	CN1C(=O)c2ccc(C(=O)NCc3ccco3)cc2C1=O	-6	26%	-35%	3%	-8%	-16	?	0%	8%
43	O=C(Nc1cccc(Cl)c1)Nc1cnccn1	3	0%	6%	-1%	3%	-1	-9%	-6%	0%
44	Nc1nonc1-n1nnc(C(=O)N/N=C/c2ccc(O)cc2)c1COc1ccc(F)cc1	?	?	3%	-14%	-14%	-2	?	?	-13%
45	CC1(C)C(C=C(Cl)Cl)C1C(=O)Nc1ccc([N+](=O)[O-])cc1 (configuration not stated)	-99*	?	?	?	7%	-9	23µM*	?	?
46	CC1=NN(Cc2ccccc2)C(=O)C1C(c1ccc(Cl)cc1)C(C#N)C#N (configuration not stated)	-29	0%	?	?	-28%	4	-25%	?	?
47	CC(C)CNC(=O)c1cc(=O)[nH]c2ccc(S(=O)(=O)Nc3ccc(F)cc3)cc12	7	2%	?	-2%	-21%	4	1%	-4%	20%
48	CN(C)c1ccc(/C=C(\C#N)c2nc(-c3ccc(Cl)c(Cl)c3)cs2)cc1	·	·	·	·	1%	-12	·	?	24%
49	CCOc1ccc(C(c2c(O)nc(SC)[nH]c2=O)c2c(O)nc(SC)[nH]c2=O)cc1	?	14%	-1%	1%	6%	-12	-1%	4%	3%
50	CCCN(Cc1ccccc1)C(=S)Nc1ccc(OC(F)F)cc1	0	2%	6%	·	0%	-1	3%	-19%	0%
51	CC(C)n1cc(-c2ccc(Cl)cc2)cc(C#N)c1=O	-22	-6%	12%	-2%[9.22 µM]	30%	-5	6%	-30%	-1%
52	CC(C)Sc1nc(N)nc2c1ncn2C1OC(CO)C(O)C1O (configuration not stated)	16	0%	-5%	-2%	1%	8	0%	23%	6%
